Assay outcomes (PubChem)
TcdB GH inh: TcdB glycohydrolase inhibitors, primary screen, biochemical, single point, plate reader | TcdB glycohydrolase enzymatic assay | inhibition, % at 9.99 µM | 0.24% of 350,000 active | AID 652162, 2013; in the data active = inhibition above about 10%
Anthrax LF prot: Bacillus anthracis LF protease inhibitors, primary screen, biochemical, multiplex microsphere, MLPCN library; Lethal factor (Bacillus anthracis), P15917; 0.12% of 360,000 active; inhibition, % at 10 µM; multiplex microsphere protease cleavage assay; note: plate controls were buffer without enzyme for full effect and enzyme alone for no effect
Target sequence (P15917 whole entry, looked up): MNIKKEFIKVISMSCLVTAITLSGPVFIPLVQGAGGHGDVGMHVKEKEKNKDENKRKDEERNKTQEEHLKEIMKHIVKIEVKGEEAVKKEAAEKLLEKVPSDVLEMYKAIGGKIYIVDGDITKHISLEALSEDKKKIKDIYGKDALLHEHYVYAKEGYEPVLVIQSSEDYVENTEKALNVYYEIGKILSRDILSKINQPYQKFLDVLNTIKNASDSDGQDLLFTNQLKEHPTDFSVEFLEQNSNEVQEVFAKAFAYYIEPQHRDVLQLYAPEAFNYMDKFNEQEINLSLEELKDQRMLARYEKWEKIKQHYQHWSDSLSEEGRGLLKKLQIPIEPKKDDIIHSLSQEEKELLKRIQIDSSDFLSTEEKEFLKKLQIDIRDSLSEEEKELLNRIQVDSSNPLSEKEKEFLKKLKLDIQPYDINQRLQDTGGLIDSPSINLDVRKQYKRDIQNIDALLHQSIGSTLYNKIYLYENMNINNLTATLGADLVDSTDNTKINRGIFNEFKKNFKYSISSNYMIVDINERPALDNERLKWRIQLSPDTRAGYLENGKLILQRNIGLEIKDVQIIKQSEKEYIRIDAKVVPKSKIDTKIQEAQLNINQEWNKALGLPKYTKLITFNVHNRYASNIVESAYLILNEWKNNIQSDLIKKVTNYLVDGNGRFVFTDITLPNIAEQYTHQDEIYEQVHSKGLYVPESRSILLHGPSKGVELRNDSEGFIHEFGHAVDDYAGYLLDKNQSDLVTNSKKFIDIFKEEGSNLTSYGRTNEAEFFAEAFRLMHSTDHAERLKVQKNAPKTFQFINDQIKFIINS
PfHsp40 rescue: rescue of yeast from PfHsp40 toxicity, primary screen, S. cerevisiae, ATP luminescence; S. cerevisiae expressing PfHsp40, growth rescue; growth rescue, % at 12.5 µM; 0.68% of 340,000 active; in the data active = growth rescue above about 28%, passing the limit was not always enough; inconclusive = no clear call, values can overlap the other calls;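 note: yeast W303a lacking pdr1 and pdr3 grown in galactose medium; growth measured after three days at 30 °C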
BoNT A protease: BoNT/A light chain protease inhibitors, primary screen, biochemical, flow cytometry, MLPCN library | Botulinum neurotoxin type A light chain protease (Clostridium botulinum A str. ATCC 3502) | multiplex microsphere protease substrate cleavage | inhibition, % at 10 µM | 0.17% of 360,000 active | AID 588499, 2011; note: plate controls were buffer without enzyme for full effect and enzyme alone for no effect
Y pestis TopoI: Yersinia pestis topoisomerase I inhibitors, primary screen, biochemical, cleavage product accumulation, plate reader, single point. 0.064% of 360,000 active. activity, % at 10 µM. Y. pestis Topo-I cleavage product accumulation; in the data active = activity above about 50%, passing the limit was not always enough; inconclusive = no clear call, values can overlap the other calls; note: inactives centre near 2
VHR inh abs: VHR1 phosphatase inhibitors, primary screen, biochemical, absorbance, uHTS; inhibition, % at 13.3 µM; recombinant VHR phosphatase, pNPP absorbance; AID 1654, 2009; 0.52% of 290,000 active; Dual specificity protein phosphatase 3 (Homo sapiens), P51452; in the data active = inhibition above about 50%; note: some compounds called inactive have numbers as strong as hits
Target sequence (P51452 whole entry, looked up): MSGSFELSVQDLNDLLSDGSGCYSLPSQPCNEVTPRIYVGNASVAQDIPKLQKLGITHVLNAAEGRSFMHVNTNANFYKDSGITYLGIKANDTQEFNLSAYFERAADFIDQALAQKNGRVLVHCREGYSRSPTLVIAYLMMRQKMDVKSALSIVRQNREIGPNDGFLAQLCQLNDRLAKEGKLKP
PriA SSB inh: inhibitors of Klebsiella pneumoniae PriA binding to SSB C-terminal tail, primary screen, biochemical, AlphaScreen; 0.6% of 430,000 active; AID 1272365, 2023; AlphaScreen SSBct-PriA binding, biotinylated peptide; inhibition, % at 33 µM; in the data active = inhibition mostly above about 37%, no sharp cut-off; inactive = mostly below about 20%;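 note: plate controls were negative control peptide for no effect and reference peptide for full effect; strong numbers were not always called active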
Vc quorum ag: inducers of Vibrio cholerae quorum light production without autoinducers, primary screen, BH1578 luxS cqsA deficient, single point; V. cholerae BH1578 lux reporter, luminescence, 6 h; activation, % at 18.7 µM; 0.16% of 350,000 active; in the data active = activation mostly above about 9.7%, no sharp cut-off; inconclusive = no clear call, values can overlap the other calls; inactive = mostly below about 3.7%; note: not every result past the cut was called active; inactives centre near 0; reference of the scale not given here
CCHF vOTU inh: CCHFV vOTU protease inhibitors, primary screen, biochemical, Pep-AMC substrate, fluorescence; Crimean-Congo hemorrhagic fever virus L polyprotein viral ovarian tumor (vOTU) protease …; inhibition, % at 11.5 µM; 0.55% of 370,000 active; AID 651958, 2012; in the data active = inhibition above about 30%; note: 0% = vehicle wells with enzyme and 100% = no enzyme wells
SARS 3CLpro inh: SARS-CoV 3CLpro protease inhibitors, primary screen, biochemical, quenched FRET; recombinant SARS-CoV 3CLpro, quenched FRET peptide cleavage; Replicase polyprotein 1ab (Severe acute respiratory syndrome coronavirus), P0C6X7; 0.14% of 290,000 active; AID 1706, 2009; inhibition, % at 6 µM; in the data active = inhibition above about 12%
* marks the source's active call; other numbers are inactive results; i = inactive; ? = inconclusive; nt = not tested or not shown; & = joins results of further samples. Cut-off read from the data, not from the text of the source, unless noted: active = inhibition above about 30%; inconclusive = no clear call, values can overlap the other calls; inactive = below that.

Every second line gives: Y pestis TopoI	TcdB GH inh	PfHsp40 rescue	PriA SSB inh	BoNT A protease	CCHF vOTU inh	SARS 3CLpro inh	Vc quorum ag	Anthrax LF prot	VHR inh abs
1) COc1nc(-c2ccccc2)ccc1-c1noc(COc2ccccc2)n1
 : 24.3	nt	-1.1	-33.7	-0.2	-4.7	2.6	3.0	-3.6	-7.0
2) C=CCn1c(SCC(=O)/C(C#N)=C(\C)N)nc2sc(CC)cc2c1=O
 : 8.0&6.1	1.4	-1.3&2.9	nt	0.4&-0.9	4.6&0.6	-3.1	-0.2	-6.3&-1.1	16.3
3) CN1C(=O)/C(=C\c2ccc(N3CCCCCC3)cc2)C(=O)NC1=S
 : -7.5	0.2	-1.7	-6.8	0.8	1.4	5.8	-0.4	-3.9	-4.4
4) Cc1cccc(CNc2ncnc3[nH]ncc23)c1
 : -8.7	0.3	-0.2	-8.2	-0.1	5.3	nt	-1.1	3.8	nt
5) CCc1ccc2c(CN(C)Cc3ccccc3OC)cc(=O)oc2c1
 : -3.0	0.5	-1.3	-11.5	1.5	15.5	2.0	-1.2	22.2	6.9
6) CCOC(=O)c1c(NC(=O)C2=C(C)NC(=S)NC2c2ccc(C)cc2)sc(C)c1C (configuration not stated)
 : 12.9	0.8	3.6	4.2	0.7	11.8	0.9	-1.0	5.4	17.7
7) O=C(NCc1ccccc1Br)c1cccs1
 : 1.1	-1.3	nt	nt	0.0	0.6	nt	0.7	0.2	nt
8) C=CCn1c(O)c(/C(C)=N/NC(=S)Nc2ccccc2)c(=O)[nH]c1=O
 : 8.2	0.5	3.1	nt	-2.0	-8.2	3.6	0.9	-5.2	30.1
9) Cn1cnnc1SCC(=O)Nc1ccc2ccccc2c1
 : 0.1	2.3	-1.1	-1.4	-0.1	-8.1	nt	-1.3	-3.3	nt
10) O=C(NCC1CCCO1)C1CCC(=O)N1Cc1ccccc1Cl (configuration not stated)
 : -0.9	-1.0	-1.4	-15.5	0.9	-3.2	-6.0	nt	-5.0	0.2
11) COCCn1c(Cc2cccn2C)nnc1SCC(=O)NCc1ccc2c(c1)OCO2
 : -7.9	-0.5	-0.1	1.5	-0.6	-4.4	0.0	-5.6	-1.4	24.3
12) CC(=O)c1ccc(NC(=O)CSc2ccc(-c3ccc(-n4cccn4)cc3)nn2)cc1
 : 8.7	0.4	0.6	-16.9	3.2	-8.1	nt	-0.7	5.0	nt
13) O=C(Nc1ccccn1)c1ccc(Cl)c(S(=O)(=O)N2CCOCC2)c1
 : 4.5	0.4	0.3	30.5	-1.1	-1.4	6.0	-5.3	-0.2	10.1
14) Oc1ccc(/C=N/N2CCCCC2)c(O)c1
 : 2.2	8.6	0.3	nt	-1.9	-6.2	1.7	-0.6	3.7	nt
15) CC(=O)NCC(=O)OCC(=O)c1ccc(C)c(C)c1
 : 1.5	2.1	0.1	-16.9	-1.4	-1.6	-1.5	i	-5.0	27.8
16) CC1(C(=O)NS(=O)(=O)Cc2cccc(Cl)c2)CCN1C(=O)CCc1cccs1 (configuration not stated)
 : 7.8	1.0	nt	nt	-0.4	4.9	nt	i	-5.0	nt
17) CN(C)S(=O)(=O)c1ccc(Cl)c(NC(=O)COC(=O)/C=C/c2cnc3ccccc3n2)c1
 : -8.5	0.1	-1.0	-11.0	0.0	2.2	-1.3	-0.7	2.6	-13.4
18) CCO/C=C1/C(=O)N(CC)c2ccccc21
 : 2.5	nt	-0.7	-20.7	0.3	11.7	-0.2	-0.3	-2.1	15.1
19) Cc1ccc(S(=O)(=O)N2CCC[C@H]2C(=O)OCc2nc3ccccc3s2)cc1
 : 37.4	2.3	0.5	-9.9	0.0	13.9	nt	nt	-2.4	nt
20) COc1cc(CC(NC(C)=O)C(=O)NC2CCN(c3nc(C)cc(C)c3C#N)CC2)cc(OC)c1 (configuration not stated)
 : 4.9	nt	-0.8	-8.8	0.1	7.0	-4.0	-0.4	-4.9	18.8
21) CC(C)Cc1nnc(NC(=O)CC(C)c2ccccc2)s1 (configuration not stated)
 : 2.5	0.5	0.3	-2.5	nt	12.2	5.7	i	nt	-17.9
22) Cc1ccc2c(c1)C1CN(C)CCC1N2C(=O)c1cccs1 (configuration not stated)
 : 4.1	0.4	-0.7	-0.6	-0.2	1.7	-1.7	-0.2	4.3	4.8
23) CC1CN(C(=O)C(C)N2CCN(c3cccc(Cl)c3)CC2)CC(C)O1 (configuration not stated)
 : 8.6	1.1	0.7	-2.5	-1.4	1.6	2.9	-0.7	-1.5	28.0
24) COC(=O)c1sccc1NC(=S)N1CCN(c2cc(C)ccc2C)CC1
 : -0.8	nt	0.3	-9.5	0.2	-13.5	-2.2	-0.7	-10.6	34.3
25) CC(C)N(c1ccccc1)c1ccc(NC(=O)C2CCCO2)cc1 (configuration not stated)
 : -0.9	nt	-0.6	-7.0	-1.1	5.4	4.0	-0.1	1.0	17.0
26) COc1ccc(OC)c(S(=O)(=O)N2CCC(C(=O)Nc3ccc(C)c(C)c3)CC2)c1
 : 10.6	nt	1.7	-7.1	0.5	1.8	-3.9	0.6	-2.8	3.3
27) Cc1ccccc1/C=C/c1cc[n+](C)cc1
 : 4.3	1.0	0.1	-0.1	-0.9	2.6	3.0	-1.5	-5.2	-7.4
28) Cc1cc(NC(=O)COC(=O)c2cccc(O)c2)no1
 : 1.8	1.2	-1.1	2.5	-0.7	3.1	5.6	nt	-2.8	5.9
29) C[C@]12CCC3C(CC[C@H]4C[C@H](O)CC[C@]34C)C1[C@@H](O)[C@@H](O)[C@@H]2O (some centres not stated)
 : 1.7	-0.1	-0.5	1.4	-1.6	-10.4	nt	i	-6.3	nt
30) COc1cccc(OC)c1CN(C)C(=O)c1cnccc1C(F)(F)F
 : -0.7	1.6	nt	-5.9	-0.2	-4.6	6.4	i	-4.4	13.1
31) COc1cccc(N2CC(C)Cn3c2nc2c3c(=O)[nH]c(=O)n2C)c1 (configuration not stated)
 : -6.7	0.5	-1.6	-5.5	2.6	-2.5	-2.5	-0.4	-0.2	14.6
32) CCOc1ccc(NC(=S)NC(=O)/C=C/c2ccc(OC)c(OC)c2)c([N+](=O)[O-])c1
 : -0.2	nt	-1.5	-10.1	0.7	-7.2	2.5	i	-6.3	13.0
33) CCOC(=O)N1CCN(CC(O)COC(CC)c2ccccc2)CC1 (configuration not stated)
 : -4.7	nt	0.3	-14.6	-0.3	3.8	-0.2	-1.0	0.8	15.1
34) Cc1ccc(S(=O)(=O)Nc2cc(C(=O)NCCN3CCCC3)ccc2N2CCCCC2)cc1
 : 12.2	nt	0.4	8.3	-0.2	-3.2	0.9	0.6	-5.4	9.6
35) CCN(C(=O)c1cc(S(=O)(=O)N2CCCCC2)c[nH]1)c1ccc(OC)cc1
 : 8.3	-0.8	-0.5	-6.2	-0.7	7.1	0.2	-0.2	-5.4	5.5
36) Cc1cc(N/C(=N/S(=O)(=O)c2cc(F)ccc2F)c2ccccc2)n(-c2ccccc2)n1
 : -9.7	-1.3	4.6	nt	0.0	17.4	4.9	-0.3	-3.6	49.6
37) COc1ccccc1N1CSC2=C(C#N)C(c3ccc(SC)cc3)CC(=O)N2C1 (configuration not stated)
 : -0.2	-0.4	1.2	-13.8	3.3	0.6	0.6	-0.4	9.6	12.8
38) S=C(N/N=C/c1ccccc1Cl)Nc1cccc(Cl)c1Cl
 : 36.6	1.9	-0.4	i	?	3.2	-4.2	i	13.8	11.6
39) C=CCNC(=O)c1ccc2c(c1)nnn2C
 : 3.8	nt	0.9	2.6	0.8	-8.5	-0.4	0.3	0.3	31.6
40) O=C1c2cccc3c(N4CCCCC4)ccc(c23)C(=O)N1c1ccccn1
 : 4.3	nt	1.2	-11.9	0.7	10.2	2.5	-5.0	-2.4	34.2
41) CCCc1cc(C(=O)Nc2cc(Br)ccc2O)no1
 : -11.9	0.6	-1.0	-0.3	0.0	-0.6	-0.8	0.2	-2.6	-1.9
42) CC1Cc2cc(/C(O)=C3/C(=O)C(=O)N(Cc4ccncc4)C3c3ccc(N(C)C)cc3)ccc2O1 (configuration not stated)
 : -0.4	1.2	-0.9	nt	2.2	11.0	3.5	i	-0.9	10.4
43) c1ccc(-c2cc3nc(NCc4cccs4)nc(NCc4ccc5occc5c4)c3s2)cc1
 : 1.3	0.4	nt	nt	1.6	2.1	nt	-0.9	5.1	nt
44) CCc1ccc(C(=O)NCC2(c3ccccc3)CCOCC2)o1
 : 11.4	0.4	0.6	-1.9	-0.3	5.3	nt	i	-4.9	nt
45) COc1cc(OC)c(-c2nc3ccccc3s2)cc1OC
 : 22.7	0.9	7.5	-13.6	0.1	-265.0	1.5	-0.3	-3.1	15.8
46) CCN(c1ccccc1)S(=O)(=O)c1ccc(C(=O)NCc2ccco2)cc1
 : -1.7	nt	2.3	-18.9	-0.4	2.1	nt	3.2	-3.7	nt
47) COc1ccccc1CN1CCNC(=O)C1CC(=O)NCCc1cnccn1 (configuration not stated)
 : 16.8	1.1	0.7	-1.4	-1.2	-2.9	7.2	i	0.1	-8.2
48) CCOc1ccccc1N1CCN(C(=O)c2c(C)noc2C)CC1
 : -2.3	nt	1.0	-12.5	0.7	-2.9	-3.8	-0.4	2.1	-19.2
49) Cc1ccc(C2(c3ccccc3)NC(=O)N(CC(=O)NC3(C#N)CCCC3)C2=O)cc1C (configuration not stated)
 : 8.5	-2.2	-0.8	3.7	0.0	12.5	nt	-0.6	-5.8	nt

Rewritten as a markdown table: two of the compounds above.
| No. | canonical_smiles | Y pestis TopoI | TcdB GH inh | PfHsp40 rescue | PriA SSB inh | BoNT A protease | CCHF vOTU inh | SARS 3CLpro inh | Vc quorum ag | Anthrax LF prot | VHR inh abs |
| --- | --- | --- | --- | --- | --- | --- | --- | --- | --- | --- | --- |
| 33 | CCOC(=O)N1CCN(CC(O)COC(CC)c2ccccc2)CC1 (configuration not stated) | -4.7 | nt | 0.3 | -14.6 | -0.3 | 3.8 | -0.2 | -1.0 | 0.8 | 15.1 |
| 34 | Cc1ccc(S(=O)(=O)Nc2cc(C(=O)NCCN3CCCC3)ccc2N2CCCCC2)cc1 | 12.2 | nt | 0.4 | 8.3 | -0.2 | -3.2 | 0.9 | 0.6 | -5.4 | 9.6 |

The list is partial (hit frequency here may not be typical).
